RGS8-Gao reg – regulators of human RGS8-Galphao interaction; multiplexed bead flow cytometry, RGS8-Galphao binding; actives lie on both sides; response (percent of control binding), % at 10 µM; hit rate 0.34% among 220,000; P09471; in the data active = response below about 60% or above about 140%; inactive = in between;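 also: Galphao activated as the GDP aluminium fluoride complex binding bead-coupled RGS8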
Target sequence (P09471 whole entry, looked up): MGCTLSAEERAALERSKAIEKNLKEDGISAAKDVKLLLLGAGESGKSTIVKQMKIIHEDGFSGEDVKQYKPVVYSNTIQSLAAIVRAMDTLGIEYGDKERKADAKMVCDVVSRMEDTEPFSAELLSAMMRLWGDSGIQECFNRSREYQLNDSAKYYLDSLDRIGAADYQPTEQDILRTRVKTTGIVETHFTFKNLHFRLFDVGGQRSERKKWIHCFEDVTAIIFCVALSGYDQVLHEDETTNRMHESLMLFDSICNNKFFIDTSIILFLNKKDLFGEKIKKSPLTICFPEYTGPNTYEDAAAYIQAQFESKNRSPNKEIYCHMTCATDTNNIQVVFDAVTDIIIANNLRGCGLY
Avidin fluor – avidin bead compound fluorescence profile; Avidin beads, compound fluorescence 488/530 nm, flow cytometry; hits give high values; fluorescence (KMESF) at 10 µM; hit rate 0.38% among 220,000; in the data active = fluorescence above about 47; also: inactives centre near 10
ABCB1 inh – human ABCB1 inhibition, ABCG2 as counter-screen. P08183. CCRF-Adr cells, JC-1 efflux, flow cytometry. inhibition, % at 6.6 µM. hit rate 0.067% among 190,000; in the data active = inhibition above about 40%;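 also: 0% = vehicle and 100% = reference inhibitor; higher value means more JC-1 retained so stronger ABCB1 efflux block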
RGS4-Gao reg – modulates binding of RGS4 to human Galphao; P09471; Multiplexed bead flow cytometry; actives lie on both sides; binding response (% of control), % at 10 µM; hit rate 0.33% among 220,000; in the data active = binding response below about 49% or above about 150%; inactive = in between;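 also: fluorescent Galphao activated with aluminum fluoride binding bead-coupled RGS4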
GSH bead fluor – compound fluoresces at 488/530 nm on GSH beads; GSH beads flow cytometry, compound fluorescence 488/530 nm; hits give high values; fluorescence (KMESF) at 10 µM; hit rate 0.25% among 190,000; in the data active = fluorescence above about 89;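 also: glutathione beads carrying GST-tagged Bcl family fusion proteins plus one bare bead set; values are compound well signal with DMSO vehicle wells as background; inactives centre near 16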
Pf gametocyte – inhibitors of late stage P. falciparum gametocyte viability; P. falciparum stage V gametocytes, ATP luminescence, 24 h; inhibition, % at 10.9 µM; hit rate 0.065% among 150,000; AID 743093;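 active = inhibition above the mean plus 3 SD of compounds within the control limits, set per campaign, cut at about 38% in these data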;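 also: 0% = DMSO wells and 100% = medium only without gametocytes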
ABCG2 block – blocks JC-1 efflux by human ABCG2 transporter; Q9UNQ0; IgMXP3 cells, flow cytometry; inhibition, % at 6.6 µM; hit rate 0.1% among 190,000;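 active = inhibition above 80%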;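 also: 0% = DMSO and 100% = nicardipine control wells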
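test system = two drug-resistant human cell lines, ABCG2 and ABCB1 | amount = 3 million cells/mL final, two lines in 1:1 ratio | reagent = JC-1 transporter substrate | doses = one concentration, 6.6 µM final | incubation = 10 min at 25 °C | signal = flow cytometric JC-1 green MFI at 530 nm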
RGS7-Gao – human RGS7-Galphao interaction regulation; Multiplexed bead flow cytometry, RGS7-Galphao binding; actives lie on both sides; binding response (% of control), % at 10 µM; hit rate 0.35% among 220,000; AID 1439; in the data active = binding response below about 49% or above about 150%; inconclusive = no clear call, values can overlap the other calls; inactive = in between;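 also: fluorescent Galphao held in activated GDP-AlF4 state binding bead-coupled RGS7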
Mcl1 Noxa PPI – Mcl-1/Noxa interaction inhibition | Q07820 | TR-FRET Mcl-1/Noxa peptide binding, 2 h | inhibition, % at 21.7 µM | hit rate 1.5% among 220,000 | AID 1022;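 active = compounds that cut the protein-peptide binding signal by more than 50% relative to plate controls in a single-dose test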;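 also: His-tagged Mcl-1 with rhodamine Noxa BH3 peptide and terbium anti-His antibody; 0% = Mcl-1 plus Noxa peptide wells and 100% = peptide-only wells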
Target sequence (Q07820 whole entry, looked up): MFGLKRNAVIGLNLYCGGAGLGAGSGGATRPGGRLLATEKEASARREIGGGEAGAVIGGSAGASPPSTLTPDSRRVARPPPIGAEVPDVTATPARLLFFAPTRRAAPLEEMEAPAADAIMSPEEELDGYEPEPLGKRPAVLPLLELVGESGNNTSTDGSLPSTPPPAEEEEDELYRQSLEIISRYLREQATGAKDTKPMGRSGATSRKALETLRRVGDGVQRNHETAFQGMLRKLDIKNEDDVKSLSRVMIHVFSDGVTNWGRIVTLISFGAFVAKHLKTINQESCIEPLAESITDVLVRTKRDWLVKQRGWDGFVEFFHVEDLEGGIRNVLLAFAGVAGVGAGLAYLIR
Mcl1-Bid inh – disrupts binding of human Mcl-1 to Bid peptide. Q07820. hit rate 0.97% among 220,000. TR-FRET Mcl-1/Bid-Dy647 peptide binding, 1536-well. inhibition, % at 21.7 µM. AID 1021;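 active = compounds that cut the binding signal by more than half at the single screening dose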;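 also: His-tagged Mcl-1 with europium anti-His antibody binding Bid BH3 peptide; 0% = Mcl-1 plus peptide wells and 100% = peptide-only wells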
Mcl-1 Bim block – disrupts Bim peptide binding to human Mcl-1; Bead-based flow cytometry, Bim peptide-Mcl-1 binding; inhibition, % at 10 µM; hit rate 0.1% among 190,000; in the data active = inhibition above about 40%;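 also: 0% = no compound tracer wells and 100% = peptide blocker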
Numbers without * were called inactive; ? = inconclusive; · = no result given; [ ] = dose if it differs, or a comment. Compounds were not picked by outcome (roughly 3.3% active in at least one column).

# | molecule | RGS8-Gao reg | Avidin fluor | ABCB1 inh | RGS4-Gao reg | GSH bead fluor | Pf gametocyte | ABCG2 block | RGS7-Gao | Mcl1 Noxa PPI | Mcl1-Bid inh | Mcl-1 Bim block
1 | CCOC(=O)c1cccc(NC(=O)CSc2nnc(CNc3ccc(C)cc3)n2CC)c1 | 101 | 6 | 1.1 | 98 | 67 | 13 | 5 | 98 | 10 | -16 | -5
2 | COc1ccc(N2CCN(CC(O)COc3ccc([N+](=O)[O-])cc3)CC2)cc1 (stereo not given) | 98 | 3 | 1.7 | 100 | 7 | -2 | 15 | 97 | 40 | -1 | -1
3 | COC(=O)c1ccc(Oc2ccc(C(F)(F)F)cn2)cc1 | 100 | 9 | 0.9 | 98 | 13 | -14 | 7 | ? | 6 | -15 | 0
4 | CCOC(=O)N1CCN(c2cc(=O)n(-c3ccc(OC)cc3)c(=O)[nH]2)CC1 | 102 | 14 | 0.1 | 101 | 39 | 9 | 0 | 97 | -16 | -32 | -2
5 | O=C(Cn1nnc(-c2ccncc2)n1)NCCc1ccccc1 | 107 | 8 | 0.4 | 103 | 54 | -11 | 0 | 102 | -2 | -22 | -2
6 | COC(=O)c1cn(NC(=O)c2ccc(OC)c([N+](=O)[O-])c2)c(=O)c2ccccc12 | 100 | 13 | 0.4 | 102 | 13 | · | 3 | ? | 18 | 1 | -3
7 | Cc1ccc(C(=O)NCc2nnc(SCC(=O)Nc3ccccc3)n2C)cc1 | 79 | 10 | 0.5 | 97 | 11 | 7 | 30 | 94 | 9 | -11 | -2
8 | COc1ccc(Cl)cc1Nc1nc(N)nc(C(F)(F)F)n1 | 101 | 28 | 0.4 | 104 | 17 | -15 | 4 | 104 | 3 | 0 | -3
9 | CC1(C)Cc2c(sc(NC(=O)c3ccccc3Cl)c2C(=O)O)CO1 | 102 | 11 | 0.4 | 100 | 10 | -10 | 1 | 97 | 25 | -29 | -4
10 | CN(C)c1ccc(C(c2nnnn2CCOC(=O)Nc2ccc(Cl)cc2)N2CCOCC2)cc1 (stereo not given) | 105 | 9 | 0.5 | 102 | 71 | -39 | 2 | 101 | 29 | -57 | 0
11 | O=C(COC(=O)C1COc2ccccc2O1)Nc1cccc(S(=O)(=O)N2CCCCC2)c1 (stereo not given) | 104 | 21 | 0.0 | 102 | 14 | 1 | 1 | 101 | -3 | 5 | -3
12 | Cc1c(Cl)cccc1-n1c(-c2cccnc2)n[nH]c1=S | 96 | 9 | 0.1 | 102 | 14 | -9 | -1 | 102 | 17 | -27 | 0
13 | COc1ccc2[nH]c3c(N4CCN(Cc5ccc6c(c5)OCO6)CC4)ncnc3c2c1 | 111 | 6 | 0.9 | 111 | 10 | · | 3 | 107 | 17 | -4 | 1
14 | CCOP(=O)(OCC)C(NC(=O)Nc1ccc(Cl)c(Cl)c1)C(N)=O (stereo not given) | 99 | 5 | 0.3 | 103 | 9 | -18 | 0 | 103 | 7 | -9 | 18
15 | Cc1ccc(CNS(=O)(=O)N(C)C)cc1 | 101 | 16 | 0.1 | 103 | 16 | · | 0 | 104 | 3 | 9 | 1
16 | CCCn1c(SCC(=O)N2CCCC2)nc2c1c(=O)n(C)c(=O)n2C | 93 | 77* | 1.0 | 157*[activator] | 9 | · | 3 | 188*[activator] | 11 | -12 | -1
17 | O=C(/C=C/c1ccc2c(c1)OCO2)c1ccc[nH]1 | 100 | 5 | 1.2 | 104 | 10 | 14 | 27 | 106 | 12 | -29 | -3
18 | O=C(Nc1c2c(nn1-c1ccccc1)CS(=O)C2)c1ccc(S(=O)(=O)N2CCOCC2)cc1 (stereo not given) | 103 | 8 | 1.2 | 104 | 68 | -5 | 2 | 100 | 27 | 4 | -5
19 | CCCn1c(NCc2cccs2)nc2ccccc21 | 115 | 10 | 0.4 | 107 | 28 | · | 3 | 107 | 33 | -16 | -4
20 | Clc1ccc(C2CC(c3cccs3)n3ncnc3N2)c(Cl)c1 (stereo not given) | 101 | 7 | -0.8 | 97 | 19 | · | 2 | 98 | 20 | 11 | 0
21 | Cc1cccc(-n2nc(C(=O)c3ccco3)cc(-c3nc4ccccc4[nH]3)c2=N)c1 | 102 | 44 | -1.4 | 111 | 7 | -14 | -3 | 126 | -25 | -57 | 0
22 | COc1cc(/C=c2\sc3nc(=O)c(-c4ccccc4)nn3c2=O)ccc1OCCC(C)C | 100 | 12 | -0.7 | 96 | 15 | · | -5 | 94 | 20 | -20 | 1
23 | O=C1Nc2ccccc2N(O)N1c1cc(-c2ccccc2Cl)no1 | 100 | 14 | 0.1 | 101 | 30 | · | -2 | 102 | -14 | -16 | -4
24 | O=C(Nc1nccs1)C1CCCN1S(=O)(=O)c1cccc2cccnc12 (stereo not given) | 97 | 9 | 0.7 | 96 | 12 | · | 3 | 99 | -8 | -23 | -3
25 | O=C(NCc1ccco1)C(=O)NCC1OCCCN1S(=O)(=O)c1ccccc1 (stereo not given) | 104 | 5 | 0.8 | 104 | 15 | 29 | 7 | 103 | 16 | 5 | -5
26 | COc1ccc(-c2cc(C(F)F)n3ncc(C(=O)N4CCSCC4)c3n2)cc1 | 96 | 19 | 0.3 | 101 | 22 | · | 0 | 95 | -20 | -1 | -2
27 | CCCCCCSC1=C(C#N)C(c2ccc(C)o2)CC(=O)N1 (stereo not given) | 96 | 2 | 0.9 | 102 | 48 | · | 2 | 97 | 33 | -10 | -2
28 | CC(C)CN(Cc1cc(=O)oc2cc3c(cc12)CCCC3)CC(C)C | 98 | 7 | · | 97 | · | 2 | · | ? | 4 | 1 | ·
29 | COc1cccc(NC(=O)CCNS(=O)(=O)c2cccc3nsnc23)c1 | 108 | 7 | 0.8 | 113 | 11 | -25 | 2 | 117 | 13 | -29 | 0
30 | CCc1nn(CC(=O)NCCCN(CC)CC)c(=O)c2cc3sc(C)cc3n12 | 97 | 6 | · | 101 | · | -8 | · | ? | 5 | -9 | ·
31 | Cc1ccc(CNc2nc3c([nH]2)c(=O)n(C)c(=O)n3C)cc1 | 105 | 15 | 0.6 | 99 | 8 | · | 3 | 103 | 9 | -90 | 0
32 | O=C(Nc1cccc([N+](=O)[O-])c1)N1CCN(c2ccccc2)CC1 | 101 | 10 | 0.7 | 98 | 22 | 6 | 7 | 95 | 3 | -50 | 4
33 | Cc1cccc2c1CC(C)(C)N=C2C1=C(O)CCCC1=O | 102 | 8 | 0.3 | 101 | 29 | 1 | 2 | 102 | -10 | -24 | 4
34 | COc1ccc(Br)cc1C(=O)Nc1ccccc1N1CCN(C(=O)c2ccccc2)CC1 | 105 | 10 | 5.3 | 105 | 9 | 18 | 12 | 108 | -9 | -5 | 2
35 | O=C(CSc1nnc(-c2ccccc2)o1)c1nnc(-c2ccccc2)o1 | 99 | 7 | -0.3 | 103 | 7 | · | -1 | 102 | 18 | -63 | 0
36 | Cc1ccc(-n2nnnc2SCC(=O)c2ccc3c(c2)NC(=O)CO3)c(C)c1 | 93 | 2 | -1.1 | 92 | 15 | -11 | -1 | 94 | -119 | -93 | -1
37 | CCN=c1sc(C(=O)NCCc2ccccc2)cc(=O)n1CC | 97 | 26 | 0.3 | 102 | 11 | · | 2 | 101 | 3 | -13 | -1
38 | Cc1ccc(C2NC(=O)CCC2[N+](=O)[O-])cc1 (stereo not given) | 100 | 12 | 0.2 | 100 | 72 | -9 | 0 | 99 | 12 | 14 | -1
39 | O=C(OCc1cnc(Cl)s1)c1cccc(Cl)c1Cl | 98 | 11 | -0.5 | 101 | 20 | · | 4 | 98 | 4 | -9 | 31
40 | O=C(N=C1c2ccccc2CN1c1cccc(Cl)c1)c1cccnc1 | 102 | 10 | 1.0 | 99 | 11 | 8 | 20 | 101 | 10 | -9 | -2
41 | COc1cccc(C(=O)O/N=C(\N)c2ccc([N+](=O)[O-])cc2)c1OC | 103 | 36 | 0.5 | 103 | 13 | · | 5 | 102 | 21 | -3 | -1
42 | CC1CCC(Nc2nnnn2-c2ccccc2)CC1 (stereo not given) | 101 | 11 | 0.2 | 102 | 9 | · | 1 | 102 | 10 | -11 | 8
43 | CC(C(=O)NCC1CCCCC1)N(C)Cc1ccc(Cl)cc1 (stereo not given) | 101 | 21 | 0.5 | 104 | 7 | -51 | 1 | 101 | 0 | -7 | -1
44 | O=[N+]([O-])c1cc(Br)c(OCc2nnc(-c3ccccc3)o2)c(Br)c1 | 101 | 22 | 1.0 | 102 | 7 | -7 | 7 | 97 | -9 | -17 | -2
45 | Cc1ccc(C)c(SCc2nc3sc(C(=O)O)c(C)c3c(=O)[nH]2)c1 | 96 | 7 | · | 103 | · | 9 | · | ? | 7 | -24 | ·
46 | COC(=O)CNC(=O)CSc1nnc(-c2ccc(OC)cc2)n1CC(C)C | 104 | 8 | 0.1 | 103 | 11 | · | 0 | 100 | 16 | -10 | -3
47 | O=S1(=O)N=C(N2CCN(c3ccc(F)cc3)CC2)c2ccccc21 | 105 | 15 | 0.8 | 107 | 35 | · | 28 | 102 | 6 | -10 | -6
48 | O=C(NCc1cccnc1)c1cccc(Cl)c1 | 100 | 14 | 1.3 | 97 | 23 | · | 5 | 96 | 8 | -13 | 0
49 | CC(=O)Nc1ccc(S(=O)(=O)N2CCSC2c2ccccc2Cl)cc1 (stereo not given) | 100 | 23 | 0.2 | 103 | 27 | 8 | 3 | 105 | 0 | 3 | -3
50 | Cc1ccccc1/C=N/NC(=O)Cn1nnc(N)n1 | 99 | 2 | 0.1 | 99 | 6 | -11 | 6 | 98 | -6 | -5 | -1
51 | Cc1ccc(C(=O)c2ccc([N+](=O)[O-])cc2)cc1 | 101 | 13 | -0.4 | 102 | 32 | · | 21 | 104 | 26 | -8 | -5
52 | CN1C(=O)N(C)c2ccc(C=O)c3cccc1c23 | 98 | 11 | 2.0 | 95 | 10 | 2 | 35 | ? | 22 | 16 | 2

From entry 48 up to 52, as listed above:
# | molecule | RGS8-Gao reg | Avidin fluor | ABCB1 inh | RGS4-Gao reg | GSH bead fluor | Pf gametocyte | ABCG2 block | RGS7-Gao | Mcl1 Noxa PPI | Mcl1-Bid inh | Mcl-1 Bim block
48 | O=C(NCc1cccnc1)c1cccc(Cl)c1 | 100 | 14 | 1.3 | 97 | 23 | · | 5 | 96 | 8 | -13 | 0
49 | CC(=O)Nc1ccc(S(=O)(=O)N2CCSC2c2ccccc2Cl)cc1 (stereo not given) | 100 | 23 | 0.2 | 103 | 27 | 8 | 3 | 105 | 0 | 3 | -3
50 | Cc1ccccc1/C=N/NC(=O)Cn1nnc(N)n1 | 99 | 2 | 0.1 | 99 | 6 | -11 | 6 | 98 | -6 | -5 | -1
51 | Cc1ccc(C(=O)c2ccc([N+](=O)[O-])cc2)cc1 | 101 | 13 | -0.4 | 102 | 32 | · | 21 | 104 | 26 | -8 | -5
52 | CN1C(=O)N(C)c2ccc(C=O)c3cccc1c23 | 98 | 11 | 2.0 | 95 | 10 | 2 | 35 | ? | 22 | 16 | 2

Screens deposited in PubChem BioAssay by several laboratories.
